High-throughput results (PubChem)
B2AR arrestin: beta2AR (human) beta-arrestin recruitment activity | P07550 | beta-arrestin recruitment to beta2AR, cell-based reporter | Potency, µM (doses to about 46.1 µM), for the others: top-dose activation, most hits filed as activators | 0.02% of 330,000 active;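 note: potency is the fitted concentration of half-maximal effect; 0% = DMSO controls and full agonism = EC100 isoproterenol or metaproterenol; nearly all actives have a fitted effect of over 65% in size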
KCNH2 3.1 block: blocks the human KCNH2 3.1 channel isoform; 0.95% of 340,000 active; activity change, % (tested at about 1.8 µM); U2OS KCNH2 3.1, thallium flux FluxOr; active compounds read low;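 active = maximum activity change below -70%; inconclusive = maximum activity change from -70% to -50%; inactive = maximum activity change above -50%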;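 note: thallium influx rate constant from kinetic fluorescence after stimulation buffer; % is set by controls: 0 for no effect and ±100 for the full control effect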
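Thallium flux via FluxOr fluorescence (Red40 quencher, 45 min loading) in U2OS cells virally expressing the KCNH2 3.1 isoform (1.77 x 10^8 /mL virus, overnight at 37 C). Rate constants from 2-min kinetic reads post-stimulation, normalised to positive and negative controls.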
TRPV1 agonist: agonists of human vanilloid receptor 1 (TRPV1); Q8NER1; TRPV1-expressing cells, Fluo-8 calcium influx, agonist mode; activation, % at 8.33 µM; 0.19% of 320,000 active; in the data active = activation above about 80%; inconclusive = between about 30% and that limit; note: 0% is about no effect
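Cells expressing TRPV1 were dye-loaded with Fluo-8 and read kinetically: 10 s baseline, 3 min after compound (agonist portion), then 2 min after EC20 capsaicin (allosteric enhancer portion). Calcium-bound dye fluorescence at 480/520 nm.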
hERG WT inh: KCNH2 (human, wildtype) channel inhibition; Q12809; AID 720551; 0.37% of 340,000 active; activity change, % at 1.84 µM; U2OS, BacMam KCNH2, thallium flux FluxOr; active compounds read low;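 active = maximum activity change below -70%; inconclusive = maximum activity change between -70% and -50%; inactive = maximum activity change above -50%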; note: % is set by controls: 0 for no effect and ±100 for the full control effect
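U2OS cells were transduced with wild-type KCNH2 virus (2.03 x 10^8 / mL) for 4 h at room temperature, then cultured overnight at 37 C. Thallium flux was read with FluxOr dye. Rate constants were normalized to DMSO controls.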
PKM2 activator: activators of human pyruvate kinase M2. P14618. purified PKM2, Kinase-Glo ATP luminescence, activation; response scale: 0% is enzyme alone, no compound. Potency, µM (series often up to 57.5 µM), for the others: top-dose activation, actives largely listed as activators. 0.34% of 260,000 active; note: potency is the fitted concentration of half-maximal effect; % is set by controls: 0 for no effect and ±100 for the full control effect; nearly all actives have a fitted effect of over 55% in size
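ATP formation by purified human PK-M2, quantified via coupled luciferase luminescence after 1 h at room temperature with 0.1 mM ADP and 0.5 mM PEP final.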
Giardia kill: Giardia lamblia killing; activity change, % at 7.66 µM, hits read low; 0.15% of 340,000 active; AID 540267; Giardia lamblia trophozoite viability; in the data active = activity change below about -80%; inconclusive = between about -30% and that limit;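 note: parasites exposed to compound for two days anaerobically before the ATP read; % is set by controls: 0 for no effect and ±100 for the full control effect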
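Killing of trophozoites was scored by loss of ATP luminescence after a 48 hrs anaerobic exposure to compounds at 37 deg C, using 100 cells per well.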
USP2a block: USP2a (human) protease inhibition; O75604; USP2 core, Ub-CHOP2 coupled fluorogenic reporter, 485/531; Potency, µM (titrated, usually from 38.3 µM), for inactives: top-dose activity change, negative = inhibition, hits mostly inhibitors; 0.01% of 330,000 active;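 note: potency is the fitted concentration of half-maximal effect; plate controls were DMSO wells for no effect and full inhibition by NEM control for full effect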
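USP2 core (10nM final) preincubated 30min RT with compound in 20mM Tris-HCl pH 8.0, 2mM CaCl2, 2mM beta-mercaptoethanol, 0.05% CHAPS; 25nM Ub-CHOP2 plus 25nM reporter substrate added, fluorescence (Ex485/Em531) read after 60min.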
GALK inh: galactokinase (human) inhibition. Purified GALK, Kinase-Glo residual ATP luminescence. 0.007% of 270,000 active. P51570. Potency, µM (top dose mostly 57.5 µM), for inactives: at the highest dose activity change, negative = inhibition, most hits filed as inhibitors; note: potency is the fitted concentration of half-maximal effect; % is set by controls: 0 for no effect and ±100 for the full control effect
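ATP-depletion format; final 35 uM ATP, 100 uM D-galactose, 5 nM enzyme; pH 8.0 HEPES/Mg2+ buffer; 60 min RT; luminescence read 10 min after detection reagent.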
FBPA coupling cs: coupling enzyme interference in Giardia aldolase counter-screen; coupling enzyme system counterscreen, AmpLite Red fluorescence; activity change, negative = inhibition, % at 58.2 µM, hits read low; 0.67% of 290,000 active; in the data active = activity change below about -30%; note: % is set by controls: 0 for no effect and ±100 for the full control effect
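Fluorescence at 525 nm excitation and 598 nm emission measured inhibition of the coupled detection system without aldolase. Compounds (at 57.5 uM final) were preincubated 10 min at room temperature with coupling enzyme reagent before a 20 min substrate/AmpLite Red step.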
Menin MLL FP TR: inhibitors of human menin-MLL interaction, mutant MLL peptide | O00255 | Menin + Texas Red MLL mutant peptide, fluorescence polarization | Potency, µM (series often up to 61.6 µM), for inactives: top-dose FP activity change, negative = inhibition, actives largely listed as inhibitors | 0.23% of 270,000 active | AID 1768; active = well fitted inhibition curve with a large enough effect in the polarisation, with a control signal flat, not every such curve was filed as active; inconclusive = small, poorly fitted or top-dose-only effect, or effect the other way, or a change in a side signal; inactive = no such curve, though single readings can be large or run the other way; the % refers to the polarisation; note: potency is the fitted concentration of half-maximal effect; % of control where 0% means no effect; many of its hits are not listed in these tables
CXXC DNA block: inhibitors of human MLL CXXC domain-DNA interaction; Q03164; MLL-CXXC / FITC-HOXA9 DNA fluorescence polarization; Potency, µM (top dose mostly 115 µM), without a hit: at the highest dose activity change, negative = inhibition, usual class: inhibitors; 0.037% of 290,000 active; AID 2662; active = well fitted inhibition curve with a large enough effect in the polarisation, with a control signal flat, not every such curve was filed as active; inconclusive = small, poorly fitted or top-dose-only effect, or effect the other way, or a change in a side signal; inactive = no such curve, though single readings can be large or run the other way; the % refers to the polarisation; note: potency is the fitted concentration of half-maximal effect
Target sequence (Q03164 whole entry, looked up, the tested form may be a part): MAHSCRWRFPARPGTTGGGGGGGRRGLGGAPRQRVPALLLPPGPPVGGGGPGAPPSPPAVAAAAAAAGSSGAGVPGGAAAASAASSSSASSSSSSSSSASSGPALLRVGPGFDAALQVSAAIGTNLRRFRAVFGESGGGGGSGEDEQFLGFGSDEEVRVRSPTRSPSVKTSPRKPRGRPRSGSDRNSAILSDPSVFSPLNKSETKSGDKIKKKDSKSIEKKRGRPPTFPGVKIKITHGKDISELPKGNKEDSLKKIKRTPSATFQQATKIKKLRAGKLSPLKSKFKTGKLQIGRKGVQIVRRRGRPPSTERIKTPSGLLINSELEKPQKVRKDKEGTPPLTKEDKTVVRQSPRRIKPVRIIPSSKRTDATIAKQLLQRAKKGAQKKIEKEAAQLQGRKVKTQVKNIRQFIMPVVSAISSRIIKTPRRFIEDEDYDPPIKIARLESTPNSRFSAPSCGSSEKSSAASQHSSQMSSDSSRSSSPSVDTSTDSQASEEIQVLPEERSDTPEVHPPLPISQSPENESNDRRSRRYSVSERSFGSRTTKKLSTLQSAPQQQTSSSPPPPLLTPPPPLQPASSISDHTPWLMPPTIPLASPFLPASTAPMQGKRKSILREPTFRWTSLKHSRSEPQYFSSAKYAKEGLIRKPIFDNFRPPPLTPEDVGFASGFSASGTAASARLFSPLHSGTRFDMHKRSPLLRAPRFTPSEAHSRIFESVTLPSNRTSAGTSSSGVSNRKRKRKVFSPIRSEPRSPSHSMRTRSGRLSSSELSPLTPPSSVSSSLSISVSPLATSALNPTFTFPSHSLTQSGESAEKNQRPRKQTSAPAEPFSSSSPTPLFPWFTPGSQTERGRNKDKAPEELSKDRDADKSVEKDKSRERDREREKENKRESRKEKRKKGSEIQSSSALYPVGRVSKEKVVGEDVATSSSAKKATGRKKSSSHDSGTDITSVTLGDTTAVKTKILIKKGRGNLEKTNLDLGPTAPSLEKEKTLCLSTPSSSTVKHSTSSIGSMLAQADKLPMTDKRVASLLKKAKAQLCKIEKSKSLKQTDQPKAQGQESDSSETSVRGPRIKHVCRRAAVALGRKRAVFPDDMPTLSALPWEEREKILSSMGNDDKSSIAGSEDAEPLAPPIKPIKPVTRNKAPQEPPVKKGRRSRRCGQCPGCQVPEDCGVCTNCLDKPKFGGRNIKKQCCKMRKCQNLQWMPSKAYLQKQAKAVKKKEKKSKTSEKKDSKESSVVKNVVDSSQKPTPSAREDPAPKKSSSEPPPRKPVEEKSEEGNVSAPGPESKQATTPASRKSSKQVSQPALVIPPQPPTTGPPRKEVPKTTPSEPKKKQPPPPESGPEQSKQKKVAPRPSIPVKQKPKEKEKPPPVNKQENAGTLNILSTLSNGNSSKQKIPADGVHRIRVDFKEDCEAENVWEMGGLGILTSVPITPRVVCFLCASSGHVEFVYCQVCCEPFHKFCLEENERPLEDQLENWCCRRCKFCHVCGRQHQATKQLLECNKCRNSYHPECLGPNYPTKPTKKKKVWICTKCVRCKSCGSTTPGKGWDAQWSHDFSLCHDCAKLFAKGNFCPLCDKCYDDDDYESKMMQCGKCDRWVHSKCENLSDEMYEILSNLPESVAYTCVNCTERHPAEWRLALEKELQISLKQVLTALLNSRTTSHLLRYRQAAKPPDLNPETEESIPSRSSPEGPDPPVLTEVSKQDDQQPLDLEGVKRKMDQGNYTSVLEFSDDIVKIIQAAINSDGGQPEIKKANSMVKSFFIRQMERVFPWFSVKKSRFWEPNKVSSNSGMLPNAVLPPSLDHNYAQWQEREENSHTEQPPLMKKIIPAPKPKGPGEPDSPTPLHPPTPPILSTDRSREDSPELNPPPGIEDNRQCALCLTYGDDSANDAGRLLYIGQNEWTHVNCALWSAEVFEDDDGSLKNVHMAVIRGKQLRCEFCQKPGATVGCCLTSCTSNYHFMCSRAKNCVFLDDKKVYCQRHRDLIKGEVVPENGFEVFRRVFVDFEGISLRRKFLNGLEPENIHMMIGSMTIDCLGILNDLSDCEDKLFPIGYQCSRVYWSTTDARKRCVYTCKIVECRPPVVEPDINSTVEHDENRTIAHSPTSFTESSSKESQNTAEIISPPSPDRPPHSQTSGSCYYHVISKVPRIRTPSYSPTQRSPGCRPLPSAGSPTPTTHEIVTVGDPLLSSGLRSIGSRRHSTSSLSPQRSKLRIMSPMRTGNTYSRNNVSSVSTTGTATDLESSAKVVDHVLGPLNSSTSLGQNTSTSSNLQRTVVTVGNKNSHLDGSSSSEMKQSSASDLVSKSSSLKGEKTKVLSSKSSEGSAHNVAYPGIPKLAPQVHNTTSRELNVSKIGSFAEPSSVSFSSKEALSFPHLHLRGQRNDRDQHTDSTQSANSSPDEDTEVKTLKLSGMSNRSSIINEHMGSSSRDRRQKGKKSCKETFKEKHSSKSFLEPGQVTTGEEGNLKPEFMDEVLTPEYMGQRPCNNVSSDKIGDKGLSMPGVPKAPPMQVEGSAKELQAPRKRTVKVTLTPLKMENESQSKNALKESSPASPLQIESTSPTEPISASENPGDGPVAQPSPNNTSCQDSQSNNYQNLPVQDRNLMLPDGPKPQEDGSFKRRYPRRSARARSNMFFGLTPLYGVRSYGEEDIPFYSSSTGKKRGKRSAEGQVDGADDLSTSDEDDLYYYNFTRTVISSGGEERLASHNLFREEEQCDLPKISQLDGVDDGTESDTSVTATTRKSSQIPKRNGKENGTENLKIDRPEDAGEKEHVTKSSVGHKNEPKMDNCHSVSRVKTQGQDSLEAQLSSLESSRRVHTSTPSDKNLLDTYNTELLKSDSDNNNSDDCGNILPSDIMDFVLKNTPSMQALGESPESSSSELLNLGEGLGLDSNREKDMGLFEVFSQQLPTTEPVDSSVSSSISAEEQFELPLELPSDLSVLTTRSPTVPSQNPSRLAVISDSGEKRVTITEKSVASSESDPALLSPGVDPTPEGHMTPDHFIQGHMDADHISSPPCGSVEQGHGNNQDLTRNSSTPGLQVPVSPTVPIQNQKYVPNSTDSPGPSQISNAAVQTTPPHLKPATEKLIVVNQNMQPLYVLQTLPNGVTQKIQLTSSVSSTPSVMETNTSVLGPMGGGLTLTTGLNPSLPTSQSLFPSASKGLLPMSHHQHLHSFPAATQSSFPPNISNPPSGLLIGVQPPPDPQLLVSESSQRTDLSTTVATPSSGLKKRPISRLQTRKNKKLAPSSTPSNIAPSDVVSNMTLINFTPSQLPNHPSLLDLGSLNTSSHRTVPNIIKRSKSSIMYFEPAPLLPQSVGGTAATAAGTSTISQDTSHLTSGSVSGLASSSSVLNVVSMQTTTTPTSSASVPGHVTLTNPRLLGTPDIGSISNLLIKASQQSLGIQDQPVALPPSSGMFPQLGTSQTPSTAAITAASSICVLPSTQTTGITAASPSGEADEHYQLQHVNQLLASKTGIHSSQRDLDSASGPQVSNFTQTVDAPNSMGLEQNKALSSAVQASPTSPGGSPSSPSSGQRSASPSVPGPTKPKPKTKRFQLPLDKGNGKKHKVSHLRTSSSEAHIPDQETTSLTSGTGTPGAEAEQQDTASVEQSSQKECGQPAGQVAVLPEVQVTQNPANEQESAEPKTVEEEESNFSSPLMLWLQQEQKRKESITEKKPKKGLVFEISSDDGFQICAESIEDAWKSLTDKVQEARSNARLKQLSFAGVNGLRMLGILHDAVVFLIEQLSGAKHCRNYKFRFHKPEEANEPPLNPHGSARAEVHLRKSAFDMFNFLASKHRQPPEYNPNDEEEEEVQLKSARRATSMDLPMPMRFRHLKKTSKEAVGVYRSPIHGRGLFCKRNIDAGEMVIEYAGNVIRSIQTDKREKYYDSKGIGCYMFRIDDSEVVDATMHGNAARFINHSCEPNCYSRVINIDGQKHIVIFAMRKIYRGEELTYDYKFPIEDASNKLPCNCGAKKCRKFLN
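Purified MLL-CXXC (added from a 7 uM solution) was preincubated 5 min at ambient with pinned compounds in 50 mM Tris-HCl pH 7.5, 50 mM NaCl, 1 mM DTT, 0.05% BSA. Fluorescein-labeled HOX-A9 DNA (50 nM solution) followed, 30 min, then polarization read.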
* marks the source's active call; other numbers are inactive results; [ ] = dose if it differs, or a comment. Unless noted, calls come from the whole dose curve; as a rule, active = well fitted curve in the direction sought with a large enough effect; inconclusive = small, poorly fitted or top-dose-only effect, or another doubt; inactive = no such curve, though single readings can be large; an effect the other way counts as inactive or inconclusive.

What do the screens show for `COc1ccc2c([N+](=O)[O-])c(N3CCCC3)[nH]c2c1`?
B2AR arrestin: 2.8%; KCNH2 3.1 block: inconclusive; TRPV1 agonist: -1.0; hERG WT inh: 14.2; PKM2 activator: 3.6%; Giardia kill: 12.7; USP2a block: 0.3%; GALK inh: -6.5%; FBPA coupling cs: -1.7; Menin MLL FP TR: 19.3%; CXXC DNA block: 9.1%

How did CC(=O)c1cccc(S(=O)(=O)N2CCN(c3ccccc3F)CC2)c1 do in these assays?
B2AR arrestin: 0.0%; KCNH2 3.1 block: 11.1; TRPV1 agonist: 1.1; hERG WT inh: -1.9; PKM2 activator: 1.1%; Giardia kill: -1.5; USP2a block: 2.0%; GALK inh: 15.3%; FBPA coupling cs: 4.6; Menin MLL FP TR: -7.6%; CXXC DNA block: 5.7%

How did Cc1ccc(-c2nn(-c3ccccn3)c(=O)c3ccccc23)cc1C do in these assays?
B2AR arrestin: -0.8%; KCNH2 3.1 block: -7.3; TRPV1 agonist: 7.6; hERG WT inh: -6.0; PKM2 activator: 5.2%; Giardia kill: 38.3[activator]; USP2a block: 2.4%; GALK inh: -0.5%; FBPA coupling cs: -1.6; CXXC DNA block: -5.4%

What do the screens show for `COc1ccc(OC)c(NC(=O)CSc2nc3ccccc3c(=O)n2CCNC(C)=O)c1`?
B2AR arrestin: -0.5%; KCNH2 3.1 block: 12.4; TRPV1 agonist: -1.9; hERG WT inh: 1.7; PKM2 activator: -12.0%; Giardia kill: 6.1; USP2a block: 0.5%; GALK inh: -24.3%; FBPA coupling cs: -0.6; Menin MLL FP TR: 7.9%; CXXC DNA block: 2.9%

How did O=C(CSC1=NS(=O)(=O)c2cc(Cl)ccc2N1)Nc1cccc(F)c1 do in these assays?
B2AR arrestin: -0.1%; KCNH2 3.1 block: 13.8; TRPV1 agonist: -0.6; hERG WT inh: 3.9; Giardia kill: -12.6; USP2a block: -1.9%

How did CSCCC(NC(=O)CCC(=O)OCC(=O)[C@@]1(O)CCC2[C@@H]3CCC4=CC(=O)C=C[C@]4(C)C3[C@@H](O)C[C@@]21C)C(=O)O (stereo not given in full) do in these assays?
B2AR arrestin: 0.3%; KCNH2 3.1 block: -2.8; TRPV1 agonist: -1.0; hERG WT inh: -7.4; Giardia kill: 11.4; USP2a block: -1.1%; GALK inh: -1.4%; FBPA coupling cs: -3.8; Menin MLL FP TR: 8.4%; CXXC DNA block: inconclusive

Results for CC1=C(C(=O)Nc2ccccc2)C(c2ccc(C)o2)n2ncnc2N1 (stereo not given) ?
B2AR arrestin: -0.3%; KCNH2 3.1 block: -3.2; TRPV1 agonist: -5.4; hERG WT inh: 0.7; PKM2 activator: -0.9%; Giardia kill: 5.1; USP2a block: -0.1%; GALK inh: 0.3%; FBPA coupling cs: 2.9; Menin MLL FP TR: 0.0%; CXXC DNA block: -0.8%

How did COc1ccc(N(C)S(=O)(=O)c2ccc3c(c2)CCC(=O)N3)cc1 do in these assays?
B2AR arrestin: -0.3%; KCNH2 3.1 block: -17.0; TRPV1 agonist: 2.1; hERG WT inh: -9.6; PKM2 activator: -3.1%; Giardia kill: 4.2; USP2a block: 1.2%; GALK inh: 3.3%; FBPA coupling cs: 2.0; Menin MLL FP TR: -10.1%; CXXC DNA block: -4.0%

Results for CCN(c1ccccc1)S(=O)(=O)c1ccc(Oc2ccc(-n3ccnc3)cc2)nc1 ?
B2AR arrestin: -1.0%; TRPV1 agonist: -1.8; hERG WT inh: 9.0; PKM2 activator: -14.0%; Giardia kill: -6.4; USP2a block: 1.7%; GALK inh: 3.8%; FBPA coupling cs: -3.3; Menin MLL FP TR: 17.2%; CXXC DNA block: 0.7%

What do the screens show for `CCOC(=O)c1c(NC(=O)c2ccco2)sc2c1CCCC2`?
B2AR arrestin: -0.2%; KCNH2 3.1 block: -8.3; TRPV1 agonist: 0.8; hERG WT inh: 2.2; PKM2 activator: -3.1%; Giardia kill: -5.7; USP2a block: -0.6%; GALK inh: 7.3%; FBPA coupling cs: 2.4; Menin MLL FP TR: -0.2%; CXXC DNA block: 6.2%

Results for CN1CCN(C(=O)C23CC4CC(C2)CC(c2ccccc2)(C4)C3)CC1 ?
B2AR arrestin: -0.3%; KCNH2 3.1 block: 28.4; TRPV1 agonist: 2.0; hERG WT inh: 2.5; PKM2 activator: -6.6%; Giardia kill: 6.7; USP2a block: -0.8%; GALK inh: -1.3%; FBPA coupling cs: -0.6; Menin MLL FP TR: -13.2%; CXXC DNA block: -13.6%

What do the screens show for `CC(=O)Nc1ccc(S(=O)(=O)N(Cc2cc3ccc(C)cc3[nH]c2=O)CC2CCCO2)cc1` (stereo not given)?
B2AR arrestin: 0.1%; KCNH2 3.1 block: -3.8; TRPV1 agonist: 2.7; hERG WT inh: -4.1; Giardia kill: -8.8; USP2a block: 2.7%; GALK inh: -5.3%; CXXC DNA block: -0.5%

How did CCCC(NC(=O)c1ccc(Br)o1)c1nc2ccccc2[nH]1 (stereo not given) do in these assays?
B2AR arrestin: -0.2%; KCNH2 3.1 block: 13.2; hERG WT inh: -4.3; Giardia kill: -21.2; USP2a block: 5.6%

What do the screens show for `O=C(CSc1nc(-c2ccc(F)cc2)cc(C(F)(F)F)n1)NCc1ccco1`?
B2AR arrestin: 0.6%; KCNH2 3.1 block: -21.4; TRPV1 agonist: inconclusive; hERG WT inh: -8.0; PKM2 activator: -6.3%; Giardia kill: 5.7; USP2a block: 2.2%; GALK inh: 1.0%; FBPA coupling cs: 2.0; Menin MLL FP TR: inconclusive; CXXC DNA block: 5.9%

What do the screens show for `CCN1CCN(CCCNC(=O)c2ccc(NC(=O)C3=CSCCO3)cc2)CC1`?
B2AR arrestin: 0.0%; KCNH2 3.1 block: -4.0; TRPV1 agonist: 2.9; hERG WT inh: 9.6; Giardia kill: -14.7; USP2a block: 0.3%; GALK inh: 2.2%; CXXC DNA block: -2.8%

Results for CCOc1cc(/C=N\n2nnnc2N)ccc1O ?
B2AR arrestin: 0.4%; KCNH2 3.1 block: -7.5; TRPV1 agonist: -1.2; hERG WT inh: 5.3; Giardia kill: -22.0; USP2a block: 5.1%; FBPA coupling cs: 0.2; Menin MLL FP TR: -26.1%; CXXC DNA block: 10.6%

Four neighbouring entries from above, quoted:
How did CCCC(NC(=O)c1ccc(Br)o1)c1nc2ccccc2[nH]1 (stereo not given) do in these assays?
B2AR arrestin: -0.2%; KCNH2 3.1 block: 13.2; hERG WT inh: -4.3; Giardia kill: -21.2; USP2a block: 5.6%

What do the screens show for `O=C(CSc1nc(-c2ccc(F)cc2)cc(C(F)(F)F)n1)NCc1ccco1`?
B2AR arrestin: 0.6%; KCNH2 3.1 block: -21.4; TRPV1 agonist: inconclusive; hERG WT inh: -8.0; PKM2 activator: -6.3%; Giardia kill: 5.7; USP2a block: 2.2%; GALK inh: 1.0%; FBPA coupling cs: 2.0; Menin MLL FP TR: inconclusive; CXXC DNA block: 5.9%

What do the screens show for `CCN1CCN(CCCNC(=O)c2ccc(NC(=O)C3=CSCCO3)cc2)CC1`?
B2AR arrestin: 0.0%; KCNH2 3.1 block: -4.0; TRPV1 agonist: 2.9; hERG WT inh: 9.6; Giardia kill: -14.7; USP2a block: 0.3%; GALK inh: 2.2%; CXXC DNA block: -2.8%

Results for CCOc1cc(/C=N\n2nnnc2N)ccc1O ?
B2AR arrestin: 0.4%; KCNH2 3.1 block: -7.5; TRPV1 agonist: -1.2; hERG WT inh: 5.3; Giardia kill: -22.0; USP2a block: 5.1%; FBPA coupling cs: 0.2; Menin MLL FP TR: -26.1%; CXXC DNA block: 10.6%

The list is partial; the hit share may differ from the screen's.
